BoNT-F LC inh: inhibitors of Botulinum neurotoxin F light chain protease. AID 588497. 360,000 compounds, 0.22% hits. inhibition, % at 10 µM. Multiplex microsphere protease cleavage assay, flow cytometry; in the data active = inhibition above about 35%, passing the limit was not always enough; inconclusive = no clear call, values can overlap the other calls; also: plate controls were buffer without enzyme for full effect and enzyme alone for no effect
CCHF vOTU inh: blocks the CCHF virus ovarian tumor domain protease; CCHFV vOTU protease, Pep-AMC fluorescence; inhibition, % at 11.5 µM; 370,000 compounds, 0.55% hits; also: 0% = vehicle wells with enzyme and 100% = no enzyme wells
GDH-TPI inh: GDH-TPI coupled enzyme inhibition counter-screen. inhibition, % at 4.8 µM. GDH-TPI coupled enzyme counterscreen, NADH absorbance. 360,000 compounds, 1.2% hits;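 also: 0% = DMSO wells and 100% = wells lacking the enzyme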
MazF activator: activators of E. coli MazEF toxin-antitoxin RNase; activation, % at 20 µM; 350,000 compounds, 0.32% hits; P0AE70; FAM/BHQ RNA-DNA oligo cleavage fluorescence, 5 h; in the data active = activation above about 50%
Target sequence (P0AE70 whole entry, looked up): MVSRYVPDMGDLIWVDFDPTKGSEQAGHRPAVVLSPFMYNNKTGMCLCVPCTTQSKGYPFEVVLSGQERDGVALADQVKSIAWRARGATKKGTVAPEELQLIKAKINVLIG
Mtb FBA inh: Mtb fructose-bisphosphate aldolase inhibition; P9WQA3; purified M. tuberculosis FBA, fluorescence read-out; inhibition, % at 1 µM; 360,000 compounds, 2.3% hits; AID 588726; in the data active = inhibition above about 27%;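 also: 0% = vehicle and 100% = reference inhibitor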
VHR inh abs: inhibitors of human VHR1 phosphatase (DUSP3); inhibition, % at 13.3 µM; recombinant VHR phosphatase, pNPP absorbance; 290,000 compounds, 0.52% hits; in the data active = inhibition above about 50%; also: some compounds called inactive have numbers as strong as hits
Target sequence (P51452 whole entry, looked up): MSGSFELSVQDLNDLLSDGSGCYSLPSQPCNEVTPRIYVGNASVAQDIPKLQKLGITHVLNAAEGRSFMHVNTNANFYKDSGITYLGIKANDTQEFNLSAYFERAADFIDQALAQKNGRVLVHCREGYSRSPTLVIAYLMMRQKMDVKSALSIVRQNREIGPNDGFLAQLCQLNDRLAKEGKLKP
FadD28 binding: blocks FadD28 binding to the bisubstrate probe | fluorescence polarization | inhibition, % at 12.5 µM | 360,000 compounds, 0.22% hits | AID 588549; in the data active = inhibition above about 8.5%, passing the limit was not always enough; inconclusive = no clear call, values can overlap the other calls
Mtb BioA inh: blocks M. tuberculosis BioA enzyme activity; purified M. tuberculosis BioA enzyme, plate reader; AID 602481; inhibition, % at 9.99 µM; 360,000 compounds, 0.096% hits; in the data active = inhibition above about 40%; inconclusive = no clear call, values can overlap the other calls
UGM FP inh: Mtb UDP-galactopyranose mutase inhibition. P9WIQ1. purified UGM, fluorescence polarization probe displacement. inhibition, % at 10 µM. 320,000 compounds, 0.06% hits; in the data active = inhibition above about 10%, passing the limit was not always enough; inconclusive = no clear call, values can overlap the other calls
Target sequence (P9WIQ1 whole entry, looked up): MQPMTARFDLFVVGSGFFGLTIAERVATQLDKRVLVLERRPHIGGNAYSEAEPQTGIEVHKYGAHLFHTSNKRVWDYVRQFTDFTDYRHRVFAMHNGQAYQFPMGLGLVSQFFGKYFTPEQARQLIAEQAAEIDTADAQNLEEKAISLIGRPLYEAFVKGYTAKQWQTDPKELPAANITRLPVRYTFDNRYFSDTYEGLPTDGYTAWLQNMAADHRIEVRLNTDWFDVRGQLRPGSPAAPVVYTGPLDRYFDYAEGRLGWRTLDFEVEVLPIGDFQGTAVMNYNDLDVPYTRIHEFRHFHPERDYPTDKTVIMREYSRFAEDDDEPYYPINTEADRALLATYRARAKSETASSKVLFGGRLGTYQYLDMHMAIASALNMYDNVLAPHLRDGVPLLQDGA
Rv3671c inh: inhibitors of M. tuberculosis serine protease Rv3671c | inhibition, % at 5.96 µM | 320,000 compounds, 0.048% hits | AID 2606; in the data active = inhibition above about 38%;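 also: extracellular domain of Rv3671c used as enzyme; 0% = enzyme with DMSO and 100% = no enzyme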
Target sequence (P9WHR9 whole entry, looked up, the tested form may be a part): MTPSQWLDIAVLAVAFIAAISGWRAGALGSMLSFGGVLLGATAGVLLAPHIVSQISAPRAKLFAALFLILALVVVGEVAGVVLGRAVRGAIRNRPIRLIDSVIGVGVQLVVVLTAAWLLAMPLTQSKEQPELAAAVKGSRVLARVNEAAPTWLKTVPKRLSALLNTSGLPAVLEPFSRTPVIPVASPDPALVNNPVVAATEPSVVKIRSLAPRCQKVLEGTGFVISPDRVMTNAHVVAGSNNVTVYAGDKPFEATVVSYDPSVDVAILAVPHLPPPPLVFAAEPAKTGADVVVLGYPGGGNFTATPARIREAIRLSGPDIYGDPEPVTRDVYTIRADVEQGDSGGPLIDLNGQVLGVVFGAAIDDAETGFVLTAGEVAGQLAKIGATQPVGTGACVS
Active calls of the source: *; ? = inconclusive; · = not tested or not shown; + = active, no number. Rule as the data show it, unless noted: active = inhibition above about 30%; inactive = the rest.

SMILES | BoNT-F LC inh | CCHF vOTU inh | GDH-TPI inh | MazF activator | Mtb FBA inh | VHR inh abs | FadD28 binding | Mtb BioA inh | UGM FP inh | Rv3671c inh
COc1cccc(CNC(=O)CCCn2nc(C)c3c(C)n(-c4ccc(C)cc4)nc3c2=O)c1OC | -1.0 | 7.4 | -16.8 | 5.8 | -5.0 | -2.2 | -6.6 | 1.8 | 2.3 | -5.5
O=C(N/C(=C/c1ccc(Br)cc1)C(=O)N1CCCCC1)c1ccccc1F | -2.2 | 10.4 | -6.3 | -2.2 | -1.7 | -5.5 | -4.0 | 0.0 | 1.9 | -1.8
Cc1ccccc1S(=O)(=O)/N=C(/Nc1nc2ccccc2s1)c1ccccc1 | -4.1 | 8.5 | 43.7* | 5.4 | 3.2 | · | -2.1 | 0.9 | 4.8 | 2.6
COc1ccccc1C1/C(=C(/O)c2cnn(-c3ccccc3)c2C)C(=O)C(=O)N1CCN(C)C (stereo not given) | -3.2 | 13.2 | 6.5 | -6.0 | -3.1 | · | -0.1 | · | · | ·
Cc1ccc2oc(-c3cccc(NC(=O)/C=C/c4cccc([N+](=O)[O-])c4)c3C)nc2c1 | -0.7 | -0.8 | 0.8 | 4.3 | 2.1 | -2.8 | -1.3 | · | 1.3 | -1.3
CC(C)N1CCC(=NNc2ccc([N+](=O)[O-])cc2S(=O)(=O)N2CCOCC2)CC1 | -6.2 | 6.6 | 7.4 | 2.5 | 0.7 | 19.0 | -0.6 | · | 0.4 | 0.5
CC(=O)c1cccc(NC(=O)N2CCCC2C(=O)NCc2ccc(F)cc2)c1 (stereo not given) | 17.1 | 7.2 | 1.9 | -6.3 | -6.7 | -15.6 | -0.3 | 0.0 | -2.9 | 3.8
COc1ccc(S(=O)(=O)N2CCOCC2)cc1NC(=O)COC(=O)CCOc1ccc(C)cc1 | -8.4 | -9.9 | 6.3 | 5.2 | -0.8 | · | -1.8 | -0.4 | · | 2.1
CC(C)OCCCNC(=O)c1cccs1 | 0.6 | -18.6 | 0.6 | 0.6 | -3.2 | -0.2 | -0.1 | · | 2.1 | 1.1
COc1cc(C(=O)Nc2ccc(S(=O)(=O)N3CCc4ccccc43)cc2)cc(OC)c1OC | -2.6 | 20.9 | -7.0 | -4.1 | -2.1 | 10.5 | -8.0 | -1.5 | -0.8 | -169.2
CC(Oc1ccccc1F)C(=O)NNC(=O)Cc1ccc(S(=O)(=O)N2CCOCC2)s1 (stereo not given) | 86.4* | 14.4 | -0.3 | 1.5 | 0.2 | · | -0.3 | 1.3 | · | ·
Cc1nc2c(c(=O)c3ccccc3n2C)c(=O)n1C1CCCCCC1 | ? | -2.0 | 16.1 | 9.4 | 37.1* | 30.1 | -3.1 | · | -0.3 | 1.6
CCOC(=O)C1CCCN(C(=O)c2ccc(C)cc2O)C1 (stereo not given) | · | -2.4 | 3.7 | 3.7 | 0.8 | -12.9 | -0.5 | 1.0 | 2.4 | -6.8
Oc1ccc(C[C@@H]2CNC(=S)N2CCCCC2CCCCC2)cc1 | 1.3 | 12.8 | -15.5 | -5.7 | -0.3 | 6.7 | -3.8 | 0.2 | 2.1 | 0.8
Cc1cc(C)cc(Nc2ncnc3nc[nH]c23)c1 | 12.0 | -15.4 | 9.1 | 7.7 | 0.1 | 6.2 | -0.6 | -4.2 | -4.2 | -1.3
CCOc1ccc(C(=O)Nc2cc(C)on2)cc1OCC | 13.1 | 7.3 | 8.0 | 6.5 | 4.3 | -1.4 | 0.2 | 3.5 | -2.9 | 0.3
O=C(NCCN1CCN(c2ccccc2Cl)CC1)Nc1ccccc1 | -17.3 | -11.1 | 2.9 | -2.9 | -1.9 | 13.9 | -3.2 | -0.2 | -0.9 | 3.9
COc1ccc(Br)c(C(=O)Nc2nc3ccccc3[nH]2)c1 | 1.8 | 3.7 | 8.3 | -1.5 | 2.2 | -2.6 | -1.2 | 0.4 | 3.0 | 0.1
CN(C)N1C(=O)C2C3C=CC(O3)C2C1=O (stereo not given) | -4.5 | 7.2 | 0.0 | 6.7 | 1.9 | · | -2.7 | -1.6 | · | ·
COC(=O)CCCC(=O)NC1CCCN(C2Cc3ccccc3C2)C1 (stereo not given) | -11.0 | -8.9 | 9.4 | -20.2 | -0.7 | 5.8 | 0.0 | -1.1 | -2.1 | -3.9
COc1ccc(-c2cc(=NCCC(=O)O)c3cc(C)ccc3o2)cc1 | -2.9 | -398.3 | 25.6 | -2.3 | + | 26.9 | -0.9 | 8.9 | · | ·
COc1ccc(C(=O)/C=C/Nc2ccc([N+](=O)[O-])cc2C)cc1OC | 7.7 | -9.1 | 12.7 | -12.0 | 87.8* | -1.8 | 0.7 | -0.1 | 3.4 | -0.2
COC(=O)CCC(=O)OC1(C)C(=O)C=C2C=C(C3CC3)N(C3CCCC3)C=C2C1=O (stereo not given) | -16.4 | 18.0 | 14.7 | -1.2 | -0.1 | 11.1 | 2.0 | -1.4 | -1.1 | -11.4
O=C(OCN1C(=O)c2ccccc2C1=O)c1cccs1 | 5.5 | 5.7 | -1.4 | -10.6 | 1.0 | 10.4 | -3.5 | · | -3.0 | -10.0
N#Cc1c(C(F)(F)F)cc(C2CC2)[nH]c1=O | -3.5 | -219.6 | 24.2 | -2.3 | + | 2.4 | -2.2 | 0.5 | 3.1 | -5.7

Following part.
SMILES | BoNT-F LC inh | CCHF vOTU inh | GDH-TPI inh | MazF activator | Mtb FBA inh | VHR inh abs | FadD28 binding | Mtb BioA inh | UGM FP inh | Rv3671c inh
CCOC(=O)c1ccc(NC(=O)CSc2nc(=O)n3cccc(C)c3n2)cc1 | 7.7 | 4.8 | 14.6 | -14.3 | 1.2 | · | -2.8 | 0.9 | -0.2 | 3.1
COC(=O)[C@H](CCSC)NC(=O)NCc1ccccn1 | 8.0 | -0.8 | 18.9 | 1.0 | 2.4 | 20.0 | -1.8 | -1.7 | 0.0 | 8.6
Cc1ccc(N2C(=O)CSC2c2cccnc2)c(Cl)c1 (stereo not given) | ? | -16.4 | 8.8 | 4.0 | -5.4 | 4.8 | -3.1 | · | 0.9 | -1.3
Cc1ccc(NC(=O)NC2CCCN2S(=O)(=O)c2ccc(Cl)cc2)cc1 (stereo not given) | -8.9 | -3.6 | 5.8 | 0.5 | 0.7 | 18.7 | -2.9 | 1.0 | 5.5 | 3.3
O=S(=O)(c1ccc(F)cc1)N1CCN(c2ncnc3c2cnn3-c2ccccc2)CC1 | 6.8 | 11.7 | 0.6 | -10.9 | 0.8 | 11.8 | -2.1 | -3.5 | -0.7 | -1.4
COc1ccc(CCNC(=O)c2nnn(CC(=O)Nc3c(C)cc(C)cc3C)c2N)cc1OC | 2.5 | 4.0 | -1.7 | 1.4 | -2.2 | 17.7 | -2.3 | -1.6 | -2.7 | -17.0
c1ccc(-c2cc(-c3nnco3)c3ccccc3n2)nc1 | -0.6 | -5.3 | 3.8 | 2.7 | 2.8 | 21.9 | -2.2 | · | -2.1 | 2.9
CCC(CC)C(=O)N=C1SC2CS(=O)(=O)CC2N1CCc1ccc(OC)cc1 (stereo not given) | 0.5 | 8.4 | -4.8 | 4.2 | 1.5 | -2.2 | -5.2 | -0.4 | 3.0 | 0.9
COc1ccc(CCN2C(=O)c3[nH]nc(-c4ccccc4O)c3C2c2cccc(Cl)c2)cc1 (stereo not given) | -0.5 | 15.2 | 2.3 | -13.7 | -0.9 | 13.9 | -1.0 | · | -1.4 | -13.9
CC(=O)Nc1ccc(C(=O)CN2C(=O)CSC2=O)cc1 | 9.3 | -8.0 | 6.4 | 8.0 | 2.3 | 5.2 | -1.4 | 0.8 | 0.7 | -8.5
CC(=O)N(CCC(Cc1ccccc1)c1ccc2c(c1)OCO2)Cc1ccccc1F (stereo not given) | 9.5 | -1.4 | 2.3 | -9.3 | 4.5 | 18.6 | -0.3 | 0.6 | 1.9 | -5.3
Cc1noc(C)c1COc1ccc(C(=O)OCC(=O)NC23CC4CC(CC(C4)C2)C3)cc1 | -2.0 | -4.0 | 20.4 | 0.2 | -2.5 | 18.7 | 2.0 | 0.1 | -0.2 | -7.5
Cc1ccc(N(C(=O)CNC(=O)c2ccco2)C(C(=O)NCC2CCCO2)c2ccccc2)c(C)c1 (stereo not given) | 4.4 | 8.9 | -5.5 | 3.4 | -0.7 | 27.4 | -2.1 | 1.4 | 0.3 | 1.5
CCOC(=O)C1(C(F)(F)F)N=C(c2cccnc2)OC(N2CCOCC2)=N1 (stereo not given) | ? | 5.4 | -8.6 | -5.5 | 1.7 | 47.8 | -1.6 | 1.3 | 0.0 | -3.6
COC(=O)C1=CO[C@@H](O[C@@H]2O[C@H](CO)[C@@H](O)[C@H](O)[C@H]2O)C2C1C=C[C@@]2(O)CO (stereo not given in full) | -9.0 | -0.6 | 5.0 | -14.7 | 5.4 | · | -1.4 | 1.0 | -0.5 | 1.9
CCOc1ccc(C2=C(C=C(C#N)C#N)C(c3ccccc3)c3ccccc3O2)cc1 (stereo not given) | -3.7 | 23.5 | 7.4 | 4.8 | -0.4 | 1.2 | -0.4 | -0.3 | -3.6 | -7.4
COc1cccc(/C=N/n2c(C3CCCCC3)n[nH]c2=S)c1O | 20.9 | 12.0 | -0.7 | 7.5 | -0.4 | -3.8 | 14.6* | 0.3 | 4.4 | ·
COc1ccc(NC(=S)Nc2cc(C)[nH]n2)cc1Cl | 3.5 | -12.4 | 10.1 | -1.6 | 5.6 | -7.1 | -8.1 | · | -1.4 | -0.2
O=[N+]([O-])c1ccc2[nH]cc(S(=O)(=O)N3CCN(c4cccc(Cl)c4)CC3)c2c1 | -3.8 | 16.4 | 3.1 | -2.8 | -4.0 | 2.2 | 2.1 | 1.6 | -0.9 | -6.2
Cn1nc(C(C)(C)C)cc1NC(=O)Nc1ccc(Cl)cc1 | ? | -19.1 | 0.8 | 3.3 | 1.4 | 7.7 | -2.6 | 1.4 | -0.7 | 0.2
CC(Sc1nnc(-c2ccco2)n1C)C(=O)Nc1nccs1 (stereo not given) | -9.9 | 8.3 | -7.0 | 2.1 | -0.3 | · | -2.2 | 0.4 | · | 7.1
Cc1ccc(C(=O)N2CCCCC2)cc1S(=O)(=O)N1CCCCCC1 | 0.7 | 8.0 | -1.4 | 4.1 | -0.7 | 6.2 | -1.2 | 2.2 | 0.2 | 0.9
Cc1ccc(CSC2=NCCN2S(=O)(=O)c2ccc(F)cc2)cc1 | -7.0 | 8.4 | 1.7 | -2.4 | 4.0 | -5.5 | -1.8 | -0.7 | 1.3 | -6.5
COCCCN(C(=O)Nc1cccc(Cl)c1)C(C)c1ccccn1 (stereo not given) | 11.9 | -0.9 | -1.6 | 4.7 | 2.5 | -13.9 | -3.0 | 0.1 | 1.6 | 1.7

Entries of single compounds as entered above. Screens in order: BoNT-F LC inh	CCHF vOTU inh	GDH-TPI inh	MazF activator	Mtb FBA inh	VHR inh abs	FadD28 binding	Mtb BioA inh	UGM FP inh	Rv3671c inh
`CCOC(=O)c1ccc(NC(=O)CSc2nc(=O)n3cccc(C)c3n2)cc1` is listed as 7.7	4.8	14.6	-14.3	1.2	·	-2.8	0.9	-0.2	3.1
`COC(=O)C1=CO[C@@H](O[C@@H]2O[C@H](CO)[C@@H](O)[C@H](O)[C@H]2O)C2C1C=C[C@@]2(O)CO` (stereo not given in full) is listed as -9.0	-0.6	5.0	-14.7	5.4	·	-1.4	1.0	-0.5	1.9
`CCC(CC)C(=O)N=C1SC2CS(=O)(=O)CC2N1CCc1ccc(OC)cc1` (stereo not given) is listed as 0.5	8.4	-4.8	4.2	1.5	-2.2	-5.2	-0.4	3.0	0.9

Rewritten as tab-separated lines: three of the compounds above.
Molecule	BoNT-F LC inh	CCHF vOTU inh	GDH-TPI inh	MazF activator	Mtb FBA inh	VHR inh abs	FadD28 binding	Mtb BioA inh	UGM FP inh	Rv3671c inh
COc1ccc(CCN2C(=O)c3[nH]nc(-c4ccccc4O)c3C2c2cccc(Cl)c2)cc1 (stereo not given)	-0.5	15.2	2.3	-13.7	-0.9	13.9	-1.0	·	-1.4	-13.9
CCOc1ccc(C2=C(C=C(C#N)C#N)C(c3ccccc3)c3ccccc3O2)cc1 (stereo not given)	-3.7	23.5	7.4	4.8	-0.4	1.2	-0.4	-0.3	-3.6	-7.4
O=S(=O)(c1ccc(F)cc1)N1CCN(c2ncnc3c2cnn3-c2ccccc2)CC1	6.8	11.7	0.6	-10.9	0.8	11.8	-2.1	-3.5	-0.7	-1.4

Screens (PubChem)

Not a hit list. About 4.9% of those tested had a hit in this group.
